KLF5 inh = KLF5 expression inhibitors, primary screen, DLD-1 cells, luminescence; DLD-1 KLF5 promoter-luciferase reporter; inhibition, % at 5 µM; 290,000 tested, 0.23% active; AID 1700, 2009;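 active = inhibition above a per-plate limit of that plate's mean compound inhibition plus 3 SD, cut at about 60% in these data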;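 also: 0% = DMSO wells and 100% = LY294002 at 200 µM; higher means less KLF5 promoter-driven luciferase light; inactives centre near -14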
HSP90 inh = HSP90 inhibitors, primary screen, cell lysate, luminescence | 290,000 tested, 0.91% active | inhibition, % at 5.6 µM | AID 1789, 2009 | Rabbit reticulocyte lysate, luciferase refolding luminescence, 3 h;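 active = inhibition above the screen-wide mean plus 3 SD, computed separately per campaign, cut at about 16% in these data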;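 also: 0% = DMSO wells and 100% = 60 µM geldanamycin wells; inhibitors lower the luminescence because luciferase stays unfolded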
aSyn UTR inh = MLPCN primary screen, SNCA 5' untranslated region; alpha-synuclein 5'UTR reporter, inhibitor activity; inhibition, % (tested at 7.5 µM); 300,000 tested, 0.82% active; AID 1813, 2009; in the data active = inhibition above about 60%;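 also: H4 neuroglioblastoma cells stably carrying SNCA 5'UTR luciferase fusion; 0% = DMSO wells and 100% = positive control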
GSK3beta inhib = human GSK3beta kinase inhibitors, primary screen, biochemical, cell-free homogeneous, HTS; AID 2097, 2009; activity score (negative = inhibition), % at 10 µM; GST-GSK3beta kinase, ADP-Glo luminescence, 60 min; active compounds read low; 300,000 tested, 0.038% active; Glycogen synthase kinase-3 beta (Homo sapiens), P49841;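 active = more than half of replicate wells score below -50%, meaning over 50% inhibition versus plate controls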;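 also: 0% = median DMSO wells and -100% = median GW8510 positive control wells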
Target sequence (P49841 whole entry, looked up): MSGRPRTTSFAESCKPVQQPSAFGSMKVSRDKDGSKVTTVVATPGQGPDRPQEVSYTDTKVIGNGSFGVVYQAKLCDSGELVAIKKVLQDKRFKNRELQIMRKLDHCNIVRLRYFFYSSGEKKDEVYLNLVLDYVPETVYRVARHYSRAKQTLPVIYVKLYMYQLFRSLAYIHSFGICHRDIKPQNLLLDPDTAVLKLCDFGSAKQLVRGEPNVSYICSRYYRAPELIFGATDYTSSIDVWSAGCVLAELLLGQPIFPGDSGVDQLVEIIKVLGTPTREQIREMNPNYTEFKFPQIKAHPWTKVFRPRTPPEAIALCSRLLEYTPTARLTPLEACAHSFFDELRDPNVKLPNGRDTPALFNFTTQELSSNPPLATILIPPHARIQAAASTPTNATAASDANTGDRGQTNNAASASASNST
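Assay system: GST-fused GSK3beta enzyme, cell-free / Medium: Tris pH 7.5 buffer with MgCl2, DTT, BSA, heparin / Also added: peptide substrate plus 25 µM ATP (final) / Compound: 10 µM single point / Timing: kinase reaction with compound 60 min at room temperature / Detection: ADP-Glo luminescence / Benchmarks: DMSO neutral wells and GW8510 at 20 µM as positive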
AI-2 QS modul = Vibrio harveyi AI-2 quorum sensing modulators, primary screen, JMH597 strain, luminescence/OD600 ratio; Vibrio harveyi JMH597 AI-2 luminescence/OD600 ratio, 9 h; active compounds read low; strain lacks LuxN and CqsS sensors; 0 = neutral-control median; activity change, % at 7.5 µM; 300,000 tested, 0.4% active; AID 2094, 2009; in the data active = activity change below about -75%, passing the limit was not always enough;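 also: luminescence divided by OD600 gain over 9 h not by final OD600 alone; inactives centre near 13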
GSK3A inh = blockers of GSK3A enzyme activity – biochemical, luminescence, cell-free homogeneous, HTS, primary screen; inhibition, % at 10 µM; GSK-3 alpha kinase, ADP-Glo luminescence, 60 min; 320,000 tested, 0.1% active;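 in the data active = inhibition above about 50%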;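 also: GST-tagged GSK-3 alpha with peptide substrate and 25 µM ATP; 0% = DMSO neutral wells and 100% = GW8510 positive control wells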
Target sequence (P49840 whole entry, looked up): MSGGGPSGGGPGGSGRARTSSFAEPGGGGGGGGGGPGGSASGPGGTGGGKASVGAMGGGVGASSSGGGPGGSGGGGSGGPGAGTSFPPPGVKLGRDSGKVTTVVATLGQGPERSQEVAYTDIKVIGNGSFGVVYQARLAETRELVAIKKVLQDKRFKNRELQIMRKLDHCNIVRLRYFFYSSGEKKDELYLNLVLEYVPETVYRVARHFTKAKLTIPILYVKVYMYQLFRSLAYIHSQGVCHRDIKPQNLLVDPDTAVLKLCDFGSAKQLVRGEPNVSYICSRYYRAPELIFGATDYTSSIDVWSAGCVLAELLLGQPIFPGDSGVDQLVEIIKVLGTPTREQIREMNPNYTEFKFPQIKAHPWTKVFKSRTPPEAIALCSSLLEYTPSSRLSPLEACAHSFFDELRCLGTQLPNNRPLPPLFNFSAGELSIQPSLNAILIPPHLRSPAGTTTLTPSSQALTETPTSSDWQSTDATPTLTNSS
HSF-1 act = HSF-1 activators, primary screen, NIH3T3-HGL cells, MG132 stress, luminescence, single point. NIH3T3-HGL HSF-1 luciferase reporter, 8 h; 100% = twice DMSO control signal. activation, % at 9 µM. 300,000 tested, 1.7% active;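 active = mean replicate activation of at least 50% with a set share of replicates each reaching 50%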;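 also: 0% = median of the neutral control wells and 100% = twice that signal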
HSF1 inh = HSF1 inhibitors in luciferase reporter cells, primary screen, cell-based, NIH3T3, luminescence; activity change, negative = inhibition, % at 7.5 µM (by protocol); AID 2098, 2009; NIH3T3-HGL HSE-luciferase, MG132-induced, luminescence 8 h; active compounds read low; 300,000 tested, 0.77% active;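 active = more than half of replicate wells show activity change below -50%, luminescence cut by over half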;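 also: luciferase reports HSF-1 transcriptional activity via heat shock element; 0% = median of DMSO wells and -100% = zero luminescence signal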
IEC-6 cytotox = cytotoxicity in IEC-6 intestinal epithelial cells, primary screen, cytotoxicity control for KLF5 inhibitor project, cell-based, luminescence; IEC-6 cytotoxicity, luminescence viability; inhibition, % at 5 µM; 290,000 tested, 0.78% active; in the data active = inhibition above about 22%;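 also: 0% = plate median of test compound wells and 100% = cytotoxic reference compound wells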
HIF act = HIF pathway transcriptional activators, primary screen, cell-based, U2OS HRE-luciferase, luminescence. U2OS HRE-luciferase reporter; normalized: DMSO 0%, desferrioxamine 100%. activation, % at 7.5 µM (by protocol). 300,000 tested, 0.32% active. AID 1910, 2009;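 active = mean activation of at least 10% of the iron chelator positive control signal, with at least half of replicates also reaching 10%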
Active calls of the source: *; x = no result given.

SMILES	GSK3beta inhib	HSP90 inh	HSF-1 act	AI-2 QS modul	IEC-6 cytotox	HSF1 inh	aSyn UTR inh	GSK3A inh	KLF5 inh	HIF act
COc1cc(S(=O)(=O)NCCCN2CCOCC2)ccc1Cl	2	0	14	22	-1	-4	6	4	-23	-0.1
Cc1ccc(-c2cc3nc(-c4ccc(Br)cc4)cc(N)n3n2)cc1	1	-2	13	16	4	-2	-39	-1	-4	0.1
CCc1cc(/C(Cc2csc(C)n2)=N/O)c(O)cc1O	-4	1	17	34	2	-3	17	1	-20	-0.1
Cc1c(C)c2ccc(OC3CCCCC3=O)cc2oc1=O (centres undefined)	-1	2	21	37	2	1	-5	-2	-30	0.5
Cc1ccsc1C1C(C#N)=C(N)Oc2n[nH]c(C)c21 (centres undefined)	4	0	2	27	3	1	-13	6	-13	-0.3
O=P(O)(O)C(O)C(F)(F)C(F)(F)C(F)(F)C(F)F (centres undefined)	4	0	10	14	-1	-18	27	-1	-24	-0.6
C=C(C)CSc1nnc([C@@H]2CCCN2)o1	1	-1	-2	14	-10	0	4	-2	-15	0.2
CCCc1ccc(-c2c(C)sc(N)c2C#N)cc1	-4	-2	17	27	5	-3	-17	-3	-30	-20
COc1cc(OC)cc(-c2nc(-c3cccs3)no2)c1	2	1	30	-7	2	11	-139	0	-41	4.2
COc1cc(-c2noc(CCC(N)=O)n2)cc(OC)c1OC	-3	1	9	17	1	-1	0	x	-7	-0.2
Cc1ccc(S(=O)OCC(=O)Nc2cc(Cl)ccc2N2CCOCC2)cc1 (centres undefined)	-1	-1	-26	11	-6	-2	13	0	-14	-0.3
O=C(CCC1CCCC1)Nc1ccon1	-2	-2	-16	14	-5	-5	14	1	-7	0.0
O=C(C1=C(O)C(=O)N(CCN2CCOCC2)C1c1ccc(Br)cc1)c1cc2ccccc2o1 (centres undefined)	-2	-4	1	26	-3	-5	19	2	-4	-0.5
O=S(=O)(Nc1cccc(Cl)c1)c1ccc(-n2cccn2)cc1	6	4	3	6	5	-5	-2	-4	-11	0.1
Cc1nn2c(-c3ccccc3)ccnc2c1Br	1	0	14	18	10	6	17	0	-11	0.9
O=C(COc1ccc(Cl)cc1Cl)NN=C1CCCCC1	0	-3	22	13	-5	5	5	x	1	0.0
O=C(Nc1ccccc1OC(F)F)c1ccc(S(=O)(=O)N2CCOCC2)cc1	5	-3	-1	15	1	0	-7	-1	-21	-0.2
COc1cccc(N(C(=O)CNC(=O)c2ccco2)C(C(=O)NC2CCCCC2)c2cccnc2)c1 (centres undefined)	3	0	1	4	-5	0	0	-2	-7	-0.5
CCOc1ccccc1N(C)S(=O)(=O)c1ccc2c(c1)CC(C)N2C(=O)C1CC1 (centres undefined)	6	1	10	4	5	-7	21	0	6	0.1
CCNc1nc(OC)nc(Oc2ccc(=O)n(-c3ccccc3)n2)n1	-4	3	11	1	1	1	13	2	-34	-0.1
O=C(Cn1nnc(-c2ccccc2)n1)OC1CCOC1=O (centres undefined)	2	0	-13	10	5	0	-22	-2	-16	-0.4
Cc1ccc(C(=O)CCC(=O)OCC(=O)Nc2c(C)nn(-c3ccccc3)c2C)cc1	1	x	-7	24	x	-3	5	-3	x	-0.8
COC(=O)c1sc2ccccc2c1-n1cccc1C(=O)C(=O)Nc1ccccc1	0	-7	18	13	-3	-1	-13	-2	-45	0.4
O=C(N/N=C/c1c[nH]c2ccccc12)c1cc(-c2ccc3ccccc3c2)n[nH]1	3	6	50	-79*	2	20	-37	2	-122	0.0
Cc1cc(C(=O)CSc2nnnn2C)c(C)n1-c1cccc(F)c1	-5	3	-10	1	5	-5	-131	-1	-125	2.6
O=C(NCc1ccc2c(c1)OCO2)c1ccc(CS(=O)Cc2ccc(Cl)cc2)o1 (centres undefined)	3	-3	8	19	-4	5	44	1	-6	0.1
Cc1cccc(CSc2ccc3nnc(-c4ccccn4)n3n2)c1	-1	0	9	18	1	3	26	0	-21	-0.4
Cc1nc(NC(=O)COC(=O)CCS(=O)(=O)c2ccccc2Cl)c(Cl)cc1Cl	-5	-2	1	6	-1	-2	11	-3	5	-0.2
CCn1c(SCC(=O)N(C(C)C)C(C)C)nnc1-c1cc2ccccc2cc1O	2	3	-1	22	3	7	26	x	-1	-1.1
CCCN(CCO)Cc1cccc(Cl)c1	-2	3	32	25	4	-2	-26	-4	6	-0.1
CCCCCCCCCCOC(=O)Cn1c(COc2cccc(C)c2)[n+](C)c2ccccc21	1	9	-9	11	8	-7	65*	22	-17	1.0
CCOc1ccc(-c2cn(-c3ccc(OC)cc3)c(SC)n2)cc1	0	3	62*	47	14	38	-147	-4	-105	2.2
CCc1ccccc1NC(=O)CCS(=O)(=O)c1ccc2c(c1)CCCN2C(C)=O	-1	-2	11	22	-4	-1	-6	1	-45	0.8
N#C/C(=C/c1ccc(OCc2ccc(C(=O)O)cc2)c(Br)c1)c1cccc(F)c1	1	-5	-3	28	1	-6	4	1	-1	-0.3
CCOC(=O)c1[nH]c(COC(=O)CCOc2ccccc2OC)c(C(=O)OCC)c1C	-5	-3	-9	66	-6	-6	6	-1	-4	-0.3
Cc1ccc(C(=O)N2CCc3ccccc32)o1	1	6	37	18	7	6	-94	-4	-106	1.6
COc1ccc(C(C(=O)NCc2ccc(F)cc2)N(Cc2cccnc2)C(=O)c2snc(C(N)=O)c2N)cc1 (centres undefined)	3	-2	-3	17	-6	-1	-12	-1	-20	-0.2
COc1ccccc1NC(=S)NCC1CCCO1 (centres undefined)	4	0	-2	4	2	6	-34	2	-17	0.1
CCOc1ccc(NC2OCC(O)C(O)C2O)c([N+](=O)[O-])c1 (centres undefined)	-4	1	14	36	-11	0	-16	-1	-28	-1.1
CCC(=O)N1COC[C@@H]1Cc1ccccc1	2	-5	2	14	-2	-6	-18	-1	-28	0.0

In another format: two of the compounds above
Every second line gives: GSK3beta inhib	HSP90 inh	HSF-1 act	AI-2 QS modul	IEC-6 cytotox	HSF1 inh	aSyn UTR inh	GSK3A inh	KLF5 inh	HIF act
N#C/C(=C/c1ccc(OCc2ccc(C(=O)O)cc2)c(Br)c1)c1cccc(F)c1
    1	-5	-3	28	1	-6	4	1	-1	-0.3
CCOC(=O)c1[nH]c(COC(=O)CCOc2ccccc2OC)c(C(=O)OCC)c1C
    -5	-3	-9	66	-6	-6	6	-1	-4	-0.3

Other entries
SMILES	GSK3beta inhib	HSP90 inh	HSF-1 act	AI-2 QS modul	IEC-6 cytotox	HSF1 inh	aSyn UTR inh	GSK3A inh	KLF5 inh	HIF act
O=CN1Cc2[nH]c3ccccc3c2N(c2ccc(Cl)cc2)C1=O	2	-1	25	1	-3	3	-40	-2	-10	0.1
O=c1cc(CSc2ccccn2)[nH]c(=O)[nH]1	-2	1	-2	16	0	-12	16	2	-10	-0.1
COc1cccc(C(=O)CC(=O)C(=O)Nc2cc(OC)ccc2OC)c1	-2	-6	-2	6	-1	7	-5	0	-36	-0.4
O=[N+]([O-])c1ccc(S(=O)(=O)CC2CSc3nc4ccccc4n32)cc1 (centres undefined)	0	5	-9	16	7	-6	-23	-2	5	-0.5
CCCC(=O)N(Cc1cc(=O)[nH]c2ccccc12)c1ccc(C)cc1	-5	-1	-5	5	-4	-6	21	-2	-11	0.4
CC1CC(C)CN(CC(=O)NC(c2ccccc2)c2ccccc2)C1 (centres undefined)	2	0	5	-10	4	2	-2	1	0	-0.9
O=C(N/N=C/c1cccnc1)c1ccc(NC(=O)c2ccc(F)cc2)cc1	-1	-7	8	-39	-4	10	-8	2	-8	0.9
COc1ccc(-c2nc(CS(=O)CC(=O)NCCc3ccc(OC)c(OC)c3)c(C)o2)cc1 (centres undefined)	-3	0	-12	17	-4	-5	20	-3	-23	-1.1
CCOC(=O)C1CCCN(C(=O)c2cc(-c3ccc(C)cc3)nc3ccccc23)C1 (centres undefined)	-3	3	39	20	0	11	-34	-2	-5	1.1
O=C1Nc2cc(S(=O)(=O)N3CCCC3)ccc2N2CCCC12 (centres undefined)	-4	6	-5	37	3	-2	-12	3	-11	-0.3
O=C(OCC(=O)N1CCCC1=O)c1cccc([N+](=O)[O-])c1	-7	5	-6	7	-2	-2	7	0	-7	0.3
O=S(=O)(/N=C(/Nc1cccc2ccccc12)c1ccccc1)c1ccccc1	-4	-2	41	13	8	21	-3	-1	-9	-0.4
COc1ccc(S(=O)(=O)N(C)CC(=O)NC2CCCC2)cc1OC	0	-5	-10	11	-1	-14	13	5	-16	-0.6
O=C(c1cc2c(ccc3ccccc32)o1)N1CCCCC1	-1	7	37	16	12	42	-17	-1	-150	0.5
CCCn1c(SCN2C(=O)c3ccccc3C2=O)nc2cc(Cl)ccc2c1=O	-1	0	3	5	-6	-1	6	0	2	-35
Cc1cc(C)cc(NC(=S)NCCc2ccc(S(N)(=O)=O)cc2)c1	2	4	3	11	4	0	13	x	-22	0.0
O=C(Nc1ccc(F)cc1F)N1CCN(c2ncccn2)CC1	-6	-6	-35	17	6	-25	1	-5	-40	0.0
CS(=O)(=O)N(CC(=O)NCCSCc1ccccc1)c1ccccc1Br	0	-3	11	5	0	8	-1	-2	-19	-1.8
CC(C)C1=C2CCCCC2NC(=O)N1 (centres undefined)	4	0	12	17	-1	8	-30	6	-18	-0.2
Cn1ccnc1Sc1ccc(/C=N/NC(=O)c2ccccc2O)cc1[N+](=O)[O-]	0	0	-2	5	2	5	-62	0	-9	0.3
Cc1nn(C(=O)c2ccco2)c(C)c1CN1C(=O)c2ccccc2C1=O	1	-5	11	12	-9	-3	8	-5	-24	-0.1
O=C(/C=C/c1ccc(Cl)cc1)Nc1ccc(CN2CCOCC2)cc1	2	1	2	35	0	-7	3	-4	-13	-0.1
CCC1SC(C)C/C(=N/NC(N)=O)C1C (centres undefined)	2	-4	5	15	-2	-1	0	-2	1	-0.7
CC(C)CN(CCCNC(=O)CN1C(=O)CSc2ccc(S(=O)(=O)N3CCOCC3)cc21)CC(C)C	3	3	-2	19	4	-3	2	-10	14	1.4
CC(C)c1ccc(NC(=O)C(=O)c2cn(CC(=O)N3CCCCC3)c3ccccc23)cc1	1	-3	-12	44	-7	6	-24	-2	-3	0.3
COc1ccc(S(=O)(=O)c2c(N)n(Cc3ccco3)c3nc4ccccc4nc23)cc1	1	1	16	27	-7	8	-1	1	-8	-0.2

High-throughput results: PubChem, several laboratories
